HSP90 inh = HSP90 inhibitors, primary screen, cell lysate, luminescence; Rabbit reticulocyte lysate, luciferase refolding luminescence, 3 h; Heat shock protein HSP 90 (rabbit reticulocyte lysate; luciferase refolding); hit rate 0.91% among 290,000; inhibition, % at 5.6 µM;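 active = inhibition above the screen-wide mean plus 3 SD, computed separately per campaign, cut at about 16% in these data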;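 note: 0% = DMSO wells and 100% = 60 µM geldanamycin wells; inhibitors lower the luminescence because luciferase stays unfolded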
HSF1 activator = HSF-1 activators, primary screen, NIH3T3-HGL cells, MG132 stress, luminescence, single point | hit rate 1.7% among 300,000 | AID 504408, 2011 | activation, % at 9 µM | NIH3T3-HGL HSF-1 luciferase reporter, 8 h; 100% = twice DMSO control signal;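 active = mean replicate activation of at least 50% with a set share of replicates each reaching 50%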;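 note: 0% = median of the neutral control wells and 100% = twice that signal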
aSyn 5UTR inh = MLPCN primary screen, SNCA 5' untranslated region. alpha-synuclein 5'UTR reporter, inhibitor activity. inhibition, % (tested at 7.5 µM). hit rate 0.82% among 300,000; in the data active = inhibition above about 60%;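 note: H4 neuroglioblastoma cells stably carrying SNCA 5'UTR luciferase fusion; 0% = DMSO wells and 100% = positive control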
HSF1 inhib = HSF1 inhibitors in luciferase reporter cells, primary screen, cell-based, NIH3T3, luminescence; activity change, negative = inhibition, % at 7.5 µM (by protocol); hit rate 0.77% among 300,000; NIH3T3-HGL HSE-luciferase, MG132-induced, luminescence 8 h; stronger effect = lower value; AID 2098, 2009;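 active = more than half of replicate wells show activity change below -50%, luminescence cut by over half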;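 note: luciferase reports HSF-1 transcriptional activity via heat shock element; 0% = median of DMSO wells and -100% = zero luminescence signal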
GSK3beta inhib = human GSK3beta kinase inhibitors, primary screen, biochemical, cell-free homogeneous, HTS | GST-GSK3beta kinase, ADP-Glo luminescence, 60 min; stronger effect = lower value | activity score (negative = inhibition), % at 10 µM | hit rate 0.038% among 300,000 | AID 2097, 2009;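 active = more than half of replicate wells score below -50%, meaning over 50% inhibition versus plate controls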;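 note: 0% = median DMSO wells and -100% = median GW8510 positive control wells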
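Assay system: GST-tagged human GSK3beta kinase, cell-free; Input: 1.6 ng GSK3beta; Medium: Tris/MgCl2 kinase buffer; Timing: 60 min enzyme reaction, room temperature; Signal: ADP-Glo luminescence quantifying ADP generated by kinase; Evaluation: score relative to plate controls; Benchmarks: DMSO neutral wells and GW8510 at 20 µM as positive.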
KLF5 inhibitor = KLF5 expression inhibitors, primary screen, DLD-1 cells, luminescence; hit rate 0.23% among 290,000; AID 1700, 2009; DLD-1 KLF5 promoter-luciferase reporter; inhibition, % at 5 µM;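 active = inhibition above a per-plate limit of that plate's mean compound inhibition plus 3 SD, cut at about 60% in these data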;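 note: 0% = DMSO wells and 100% = LY294002 at 200 µM; higher means less KLF5 promoter-driven luciferase light; inactives centre near -14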
IEC-6 cytotox = cytotoxicity in IEC-6 intestinal epithelial cells, primary screen, cytotoxicity control for KLF5 inhibitor project, cell-based, luminescence; IEC-6 cytotoxicity, luminescence viability; inhibition, % at 5 µM; hit rate 0.78% among 290,000; in the data active = inhibition above about 22%;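 note: 0% = plate median of test compound wells and 100% = cytotoxic reference compound wells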
GSK3 alpha inh = blockers of GSK3A enzyme activity – biochemical, luminescence, cell-free homogeneous, HTS, primary screen. AID 2650, 2010. inhibition, % at 10 µM. GSK-3 alpha kinase, ADP-Glo luminescence, 60 min. hit rate 0.1% among 320,000. Glycogen synthase kinase-3 alpha (Homo sapiens), P49840;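 in the data active = inhibition above about 50%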;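 note: GST-tagged GSK-3 alpha with peptide substrate and 25 µM ATP; 0% = DMSO neutral wells and 100% = GW8510 positive control wells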
Target sequence (P49840 whole entry, looked up): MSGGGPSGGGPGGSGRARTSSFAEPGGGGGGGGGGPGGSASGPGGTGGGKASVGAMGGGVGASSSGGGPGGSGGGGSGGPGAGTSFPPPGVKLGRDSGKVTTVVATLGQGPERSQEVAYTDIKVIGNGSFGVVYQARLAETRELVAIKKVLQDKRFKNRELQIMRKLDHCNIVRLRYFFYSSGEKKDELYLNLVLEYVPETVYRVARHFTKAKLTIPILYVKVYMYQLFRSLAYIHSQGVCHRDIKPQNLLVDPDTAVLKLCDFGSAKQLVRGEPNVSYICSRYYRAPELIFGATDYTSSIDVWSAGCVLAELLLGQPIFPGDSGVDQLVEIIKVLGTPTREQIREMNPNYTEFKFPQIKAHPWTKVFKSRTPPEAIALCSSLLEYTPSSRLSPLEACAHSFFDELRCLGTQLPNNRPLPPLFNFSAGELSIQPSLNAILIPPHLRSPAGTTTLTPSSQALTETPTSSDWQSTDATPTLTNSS
Platelet DG rel = inhibitors of platelet dense granule secretion, primary screen, cell-based, MLPCN, human platelets; human platelet-rich plasma, SFLLRN dense granule ATP release, luminescence; inhibition, %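 (compounds screened at 7.5 µM in platelet-rich plasma)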; hit rate 0.22% among 300,000;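 active = mean replicate score, as percent of positive control, at or above 50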
DYRK1A inh = rat Dyrk1A kinase inhibitors, primary screen, biochemical, single point, plate reader | ADP-Glo luminescence, NFATc1 peptide | hit rate 0.43% among 310,000 | Dual specificity tyrosine-phosphorylation-regulated kinase 1A (Rattus norvegicus), Q63470 | inhibition, % at 12.5 µM; in the data active = inhibition above about 50%;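 note: plate controls were vehicle with enzyme for no effect and no enzyme for full effect; many of its hits are not listed in these tables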
* = called active by the depositor; x = not tested or not shown.

Keys: A = HSP90 inh; B = HSF1 activator; C = aSyn 5UTR inh; D = HSF1 inhib; E = GSK3beta inhib; F = KLF5 inhibitor; G = IEC-6 cytotox; H = GSK3 alpha inh; I = Platelet DG rel; J = DYRK1A inh
1	CCCCC(=O)N1C/C=C\C(c2ccc(OC)cc2)N(Cc2ccc(F)cc2)C(=O)[C@H]1Cc1ccccc1 (stereo partly specified)
  A: x; B: x; C: 36; D: 10; E: 1; F: x; G: x; H: 8; I: -5; J: 15
2	O=[N+]([O-])c1cccc(/C=N/N=C\c2ccccc2)c1
  A: -6; B: -14; C: -46; D: 0; E: 0; F: -53; G: -1; H: 11; I: -7; J: x
3	COCCN1CCN(C(=O)C2CCC(=O)N(CCc3ccccc3)C2)CC1 (stereo unspecified)
  A: -3; B: 21; C: -20; D: 4; E: 4; F: -23; G: 0; H: 6; I: 5; J: -7
4	Fc1ccc(-c2cnn3c(-c4cccs4)ccnc23)cc1
  A: 0; B: -30; C: -13; D: -24; E: 3; F: 23; G: 15; H: x; I: 0; J: -3
5	O=C(CN1CCOCC1)Nc1cccc(C(=O)Nc2cccc(C(F)(F)F)c2)c1
  A: 3; B: -6; C: 8; D: -1; E: -1; F: 5; G: 4; H: -2; I: -2; J: 4
6	O=C(CSc1nc2ccccc2c(=O)[nH]1)Nc1ccccc1N1CCOCC1
  A: 0; B: 20; C: 10; D: 8; E: 2; F: -9; G: 2; H: -2; I: 2; J: x
7	Cc1cc(C)cc(NC(=S)NCCCO)c1
  A: -5; B: 10; C: -4; D: 9; E: 3; F: -5; G: 1; H: -3; I: -3; J: -1
8	COc1ccccc1Nc1nc2ccccc2n2cnnc12
  A: -5; B: 22; C: -19; D: 5; E: -5; F: -13; G: 7; H: 0; I: 0; J: 11
9	Nc1nc2n(n1)C(c1ccc(Cl)cc1)CC(c1ccc(F)cc1)N2 (stereo unspecified)
  A: 0; B: -17; C: 3; D: -12; E: 0; F: -9; G: 2; H: x; I: 22; J: -4
10	CC(=O)Nc1ccc(Cc2nc3c([nH]2)c(=O)n(C)c(=O)n3C)cc1
  A: 0; B: -16; C: 1; D: -5; E: -7; F: -3; G: -1; H: 16; I: 4; J: x
11	O=S(=O)(c1cccc(NC(=S)NCc2ccco2)c1)N1CCOCC1
  A: 6; B: -13; C: 14; D: 2; E: 1; F: -14; G: 0; H: 34; I: 9; J: -3
12	Cc1cccc(NC(=O)CSc2nnc(-c3n[nH]c4ccccc34)o2)c1
  A: -3; B: 9; C: -180; D: 2; E: -1; F: -19; G: -1; H: 2; I: -6; J: 4
13	CCOC(=O)C1=C(c2ccccc2)NC(=O)NC1c1ccc(O)c(OCC)c1 (stereo unspecified)
  A: 0; B: -15; C: 8; D: -11; E: -1; F: -23; G: 1; H: x; I: -3; J: x
14	COc1ccc2c(c1OC)C(=O)OC2Nc1nc(-c2ccccc2)cs1 (stereo unspecified)
  A: 3; B: 139*; C: -27; D: 114; E: 3; F: 20; G: 22*; H: -1; I: -1; J: -3
15	COc1ccc(C2CC(c3c(Cl)cccc3Cl)n3nc(N)nc3N2)cc1 (stereo unspecified)
  A: -2; B: -17; C: 8; D: -6; E: 1; F: -15; G: -8; H: -3; I: 2; J: -3
16	Cc1cccc(N(CC(=O)Nc2cccnc2)S(C)(=O)=O)c1
  A: -7; B: -17; C: -10; D: 2; E: 3; F: -28; G: 7; H: 0; I: 4; J: 9
17	CCCc1[nH]nc2c1C(c1ccc(O)c(OC)c1)C(C#N)=C(N)O2 (stereo unspecified)
  A: -3; B: x; C: -12; D: x; E: -6; F: -5; G: 4; H: 30; I: 0; J: -17
18	CC1CCN(C(=O)CNS(=O)(=O)c2ccc(Br)s2)CC1
  A: 3; B: 14; C: -7; D: 8; E: 0; F: -23; G: -2; H: 0; I: 8; J: 0
19	Cc1cccc(-c2nsc(SCC(=O)Nc3nccs3)n2)c1
  A: 4; B: 13; C: -53; D: 15; E: -2; F: -27; G: 5; H: -9; I: 0; J: 3
20	Cc1cccc(C)c1Nc1c(-c2ccccn2)nc2ccccn12
  A: 0; B: -3; C: 4; D: 3; E: 1; F: -16; G: 0; H: -3; I: -16; J: -1
21	O=C1CS/C(=N/N=C/c2ccccc2)N1Cc1ccco1
  A: 1; B: 37; C: -81; D: 7; E: -3; F: -40; G: -5; H: -2; I: -19; J: -1
22	COC(=O)CNc1c(-c2ccccc2)nc2ccc(Br)cn12
  A: 3; B: 51*; C: -69; D: 17; E: -4; F: -128; G: 0; H: 1; I: 0; J: -3
23	COc1cccc(C(=O)NCC2CCCN2S(=O)(=O)c2ccccc2)c1 (stereo unspecified)
  A: x; B: 8; C: 12; D: 8; E: -1; F: x; G: x; H: -1; I: -4; J: 0
24	CCC(C)NC(=O)CSC1=Nc2ccccc2C2=NC(CCC(=O)NCc3ccco3)C(=O)N12 (stereo unspecified)
  A: -3; B: 0; C: 39; D: -8; E: -1; F: -20; G: -10; H: -1; I: 11; J: -3
25	Cc1cc(OCC(=O)N2CCC(C(=O)O)CC2)c2c(C)cc(=O)oc2c1
  A: 0; B: -2; C: 16; D: -7; E: 0; F: -21; G: -6; H: 2; I: -5; J: 14
26	COC(=O)C1CN(C(=O)COc2cccc(C)c2C)c2ccccc2O1 (stereo unspecified)
  A: -1; B: 1; C: -12; D: 12; E: 1; F: -26; G: -7; H: -3; I: 3; J: -2

Exported as tab-separated lines: entries from further up.
nr	mol	HSP90 inh	HSF1 activator	aSyn 5UTR inh	HSF1 inhib	GSK3beta inhib	KLF5 inhibitor	IEC-6 cytotox	GSK3 alpha inh	Platelet DG rel	DYRK1A inh
17	CCCc1[nH]nc2c1C(c1ccc(O)c(OC)c1)C(C#N)=C(N)O2 (stereo unspecified)	-3	x	-12	x	-6	-5	4	30	0	-17
18	CC1CCN(C(=O)CNS(=O)(=O)c2ccc(Br)s2)CC1	3	14	-7	8	0	-23	-2	0	8	0
19	Cc1cccc(-c2nsc(SCC(=O)Nc3nccs3)n2)c1	4	13	-53	15	-2	-27	5	-9	0	3
20	Cc1cccc(C)c1Nc1c(-c2ccccn2)nc2ccccn12	0	-3	4	3	1	-16	0	-3	-16	-1
21	O=C1CS/C(=N/N=C/c2ccccc2)N1Cc1ccco1	1	37	-81	7	-3	-40	-5	-2	-19	-1
22	COC(=O)CNc1c(-c2ccccc2)nc2ccc(Br)cn12	3	51*	-69	17	-4	-128	0	1	0	-3
23	COc1cccc(C(=O)NCC2CCCN2S(=O)(=O)c2ccccc2)c1 (stereo unspecified)	x	8	12	8	-1	x	x	-1	-4	0
24	CCC(C)NC(=O)CSC1=Nc2ccccc2C2=NC(CCC(=O)NCc3ccco3)C(=O)N12 (stereo unspecified)	-3	0	39	-8	-1	-20	-10	-1	11	-3
25	Cc1cc(OCC(=O)N2CCC(C(=O)O)CC2)c2c(C)cc(=O)oc2c1	0	-2	16	-7	0	-21	-6	2	-5	14
26	COC(=O)C1CN(C(=O)COc2cccc(C)c2C)c2ccccc2O1 (stereo unspecified)	-1	1	-12	12	1	-26	-7	-3	3	-2

A portion of the library; count on the stated rates, not on these rows.
